Source: PubChem BioAssay
FXIIa inh: human FXIIa protease inhibitors, primary screen, biochemical, 1536-well | Coagulation factor XII (Homo sapiens), P00748 | purified FXIIa, Boc-QGR-AMC fluorogenic substrate, 2 h | inhibition, % at 5 µM | hit rate 0.3% among 220,000 | AID 800, 2007; in the data active means inhibition above about 40%;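 further: 0% = enzyme with no compound and 100% = blank without enzyme; many of its hits are not listed in these tables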
Wee1 stabilizer: Wee1 degradation inhibitors, primary screen, cell-based, HeLa, Wee1K328M-luciferase, luminescence; Wee1-like protein kinase (Homo sapiens), P30291; HeLa Luc-Wee1K328M stability; 100% = proteasome inhibitor MG132 effect; reporter increase, % at 5 µM; hit rate 1.2% among 220,000;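 active means activation above the mean of all tested compounds plus 3 SD, set per screening run, cut at about 8.8% in these data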;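 further: cells exposed to compound for 20 h before luminescence read; 0% = DMSO alone and 100% = MG132 at 30 µM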
14-3-3 Bad PPI: inhibitors of 14-3-3 zeta/Bad binding, primary screen, biochemical, TR-FRET, bovine 14-3-3 zeta; 14-3-3 protein zeta/delta (Bos taurus), P63103; TR-FRET 14-3-3zeta/Dy647-pBad peptide displacement, 1 h; inhibition, % at 21.7 µM; hit rate 0.71% among 220,000;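 active means inhibition above about 70%, limit read from the data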;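 further: 0% = full 14-3-3 plus peptide FRET controls and 100% = background without 14-3-3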
hK5 inh: human KLK5 protease inhibitors, primary screen, biochemical, 1536-well; Kallikrein-5 (Homo sapiens), Q9Y337; inhibition, % at 5 µM; hit rate 0.59% among 210,000; recombinant hK5, fluorogenic AMC substrate cleavage;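 active means inhibition of 40% or more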;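 further: 0% = enzyme controls without compound and 100% = no-enzyme blanks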
Target sequence (Q9Y337 67-293 limits assumed): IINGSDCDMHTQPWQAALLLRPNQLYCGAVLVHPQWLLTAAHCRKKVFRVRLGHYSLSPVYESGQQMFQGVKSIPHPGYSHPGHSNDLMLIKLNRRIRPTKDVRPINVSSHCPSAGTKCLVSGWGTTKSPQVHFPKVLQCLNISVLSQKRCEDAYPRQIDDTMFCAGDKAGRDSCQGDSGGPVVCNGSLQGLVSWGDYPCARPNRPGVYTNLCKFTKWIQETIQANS
Rad51 HR inh: human RAD51 strand exchange inhibitors, primary screen, biochemical, fluorescence. DNA repair protein RAD51 homolog 1 (Homo sapiens), Q06609. hRad51 DNA strand exchange, fluorescence dequenching. inhibition, % at 10 µM. hit rate 0.085% among 200,000. AID 1385, 2008;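 active means inhibition above 40% at the single screening dose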;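 further: 0% = DMSO control wells and 100% = blanks with heterologous ssDNA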
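Test system: preformed human Rad51 ssDNA filaments. Compound dosing: single dose, 10 µM final compound. Incubation: filaments 15 min 37 °C, then compound 30 min. Technique: FRET fluorescence dequenching, excitation 485 nm, emission 520 nm. Read-out basis: percent inhibition from fluorescence, normalised to plate control and blank means. Benchmarks: plate controls and plate blanks.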
eIF4E 4G PPI: eIF4E–eIF4G protein interaction inhibitors, primary screen, biochemical, uHTS, TR-FRET, eIF4GI fragment | TR-FRET eIF4E-eIF4GI(517-606) binding, 2 h | Eukaryotic translation initiation factor 4E (Mus musculus) + Eukaryotic translation … | inhibition, % at 21.7 µM | AID 782, 2007 | hit rate 0.37% among 220,000;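 active means inhibition above about 30%, limit read from the data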;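 further: 0% = full FRET control wells and 100% = background wells lacking eIF4GI fragment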
Mdm2 ligase inh: MDM2-luciferase reporter signal enhancers, primary screen, MDM2 E3 ligase inhibitor project, cell-based, luminescence, 1536-well | hit rate 0.11% among 210,000 | signal enhancement, % at 5 µM | cell-based MDM2 ubiquitination luciferase reporter, 2 h; 0 = plate control, 100 = twice control, blank-subtracted | AID 1230, 2008;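 active means signal enhancement of 30% or more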;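 further: luminescence tracks abundance of the self-degrading MDM2-luciferase fusion protein; higher signal means inhibition of MDM2 E3 ligase activity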
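Buffer or medium: Cells held in DMEM | Assay system: Stable mammalian line carrying autodegrading MDM2–luciferase fusion reporter | Quantity: 2000 cells/well | Times: 4 h settle plus 2 h compound, 37 °C | Doses: One concentration, 5 µM, with 0.2% DMSO | Technique: Luminescence with SteadyLite reagent, 15 min at room temperature | Benchmarks: Plate controls and plate blanks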
p97 ATPase inh: inhibitors of human p97 ATPase, primary screen, biochemical | hit rate 0.42% among 220,000 | inhibition, % at 8 µM | recombinant p97 ATPase, Kinase-Glo ATP luminescence, 3 h | Transitional endoplasmic reticulum ATPase (Homo sapiens), P55072; in the data active means inhibition above about 15%;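 further: 0% = DMSO vehicle and 100% = wells lacking enzyme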
Target sequence (P55072 whole entry, looked up): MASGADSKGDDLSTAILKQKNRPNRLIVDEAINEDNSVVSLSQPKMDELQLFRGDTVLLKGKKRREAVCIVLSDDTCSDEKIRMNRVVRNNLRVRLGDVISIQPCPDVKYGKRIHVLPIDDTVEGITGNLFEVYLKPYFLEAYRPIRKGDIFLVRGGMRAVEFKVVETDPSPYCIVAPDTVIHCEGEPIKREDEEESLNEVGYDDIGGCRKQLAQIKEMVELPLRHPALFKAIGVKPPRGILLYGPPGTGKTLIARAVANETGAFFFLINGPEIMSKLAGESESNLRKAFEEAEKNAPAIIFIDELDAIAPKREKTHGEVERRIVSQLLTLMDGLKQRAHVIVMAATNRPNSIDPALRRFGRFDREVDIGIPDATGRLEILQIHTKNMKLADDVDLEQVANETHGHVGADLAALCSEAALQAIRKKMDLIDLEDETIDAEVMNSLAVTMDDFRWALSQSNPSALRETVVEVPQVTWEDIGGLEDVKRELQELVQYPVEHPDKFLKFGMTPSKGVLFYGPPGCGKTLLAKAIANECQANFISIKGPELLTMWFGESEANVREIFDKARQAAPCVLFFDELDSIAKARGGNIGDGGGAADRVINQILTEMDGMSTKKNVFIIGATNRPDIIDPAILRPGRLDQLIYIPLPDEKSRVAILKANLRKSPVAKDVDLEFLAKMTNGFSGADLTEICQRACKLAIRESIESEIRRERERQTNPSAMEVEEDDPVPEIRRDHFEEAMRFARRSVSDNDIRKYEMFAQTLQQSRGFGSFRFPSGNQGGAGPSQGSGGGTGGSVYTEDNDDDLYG
FXIa inh 1536: human FXIa protease inhibitors, primary screen, biochemical, 1536-well | hit rate 0.14% among 220,000 | Coagulation factor XI (Homo sapiens), P03951 | inhibition, % at 5 µM | purified FXIa, Boc-Glu-Ala-Arg-AMC fluorogenic substrate;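 active means inhibition of at least 40%; inactive means inhibition below 40%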;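 further: fluorescence of freed AMC excited at 355 nm; 0% = enzyme without compound and 100% = no enzyme blank; many of its hits are not listed in these tables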
The depositor's hits bear a star; [ ] = another dose, or the depositor's remark. No enrichment for hits. About 3.5% of those tested had a hit in this group.

How did CCc1ccc2oc(C(=O)NCc3ccc(S(N)(=O)=O)cc3)c(C)c2c1 do in these assays?
FXIIa inh: 7; Wee1 stabilizer: -1; 14-3-3 Bad PPI: 13; hK5 inh: 8; Rad51 HR inh: 0; eIF4E 4G PPI: 0; Mdm2 ligase inh: 15; p97 ATPase inh: -2; FXIa inh 1536: 5

What do the screens show for `CCC(C)NC(=O)c1ccccc1NC(=O)c1ccccc1N(C)S(C)(=O)=O` (stereo not drawn)?
FXIIa inh: 16; Wee1 stabilizer: -1; 14-3-3 Bad PPI: -10; hK5 inh: -6; Rad51 HR inh: 12; eIF4E 4G PPI: 0; Mdm2 ligase inh: 2; p97 ATPase inh: 1; FXIa inh 1536: 8

What do the screens show for `Cc1cc(C)cc(NC(=S)NCc2ccc(S(N)(=O)=O)cc2)c1`?
FXIIa inh: 7; Wee1 stabilizer: -1; 14-3-3 Bad PPI: -16; hK5 inh: 5; Rad51 HR inh: -25; eIF4E 4G PPI: -2; Mdm2 ligase inh: -6; p97 ATPase inh: 3; FXIa inh 1536: -1

Results for C=CCNC(=O)c1ccc(-c2nc(-c3ccccc3)cs2)cc1 ?
FXIIa inh: 11; Wee1 stabilizer: -1; 14-3-3 Bad PPI: -2; hK5 inh: -5; Rad51 HR inh: -8; eIF4E 4G PPI: -2; Mdm2 ligase inh: 3; p97 ATPase inh: 1; FXIa inh 1536: 3

How did Cn1c(=O)c2c(nc(SCCN3CCCCC3)n2Cc2ccc(Cl)cc2)n(C)c1=O do in these assays?
FXIIa inh: -17; Wee1 stabilizer: 2; hK5 inh: -8; Rad51 HR inh: -2; Mdm2 ligase inh: -7; p97 ATPase inh: -1; FXIa inh 1536: -18

Results for Cc1nc2sc(C(c3ccc(Cl)cc3)N3CCN(C(=O)c4ccco4)CC3)c(O)n2n1 (stereo not drawn) ?
FXIIa inh: 23; Wee1 stabilizer: 0; 14-3-3 Bad PPI: -4; hK5 inh: 3; Rad51 HR inh: -2; eIF4E 4G PPI: -2; Mdm2 ligase inh: 1; p97 ATPase inh: 4; FXIa inh 1536: 9

What do the screens show for `CC(C)(C)c1ccc(C(=O)OC/C(O)=C(\C#N)c2nc3ccccc3s2)cc1`?
FXIIa inh: 0; Wee1 stabilizer: -2; 14-3-3 Bad PPI: 1; hK5 inh: -10; Rad51 HR inh: -13; eIF4E 4G PPI: 6; Mdm2 ligase inh: -15; p97 ATPase inh: 3; FXIa inh 1536: -5

Results for O=C(O)CN(Cc1ccco1)S(=O)(=O)c1ccc(F)cc1 ?
FXIIa inh: 10; Wee1 stabilizer: -2; 14-3-3 Bad PPI: 8[fluorescence artefact?]; hK5 inh: 3; Rad51 HR inh: 3; eIF4E 4G PPI: -1; Mdm2 ligase inh: -11; p97 ATPase inh: 6; FXIa inh 1536: 0

What do the screens show for `Cn1nnc2cc(C(=O)N3CCSCC3)ccc21`?
FXIIa inh: 3; Wee1 stabilizer: 1; 14-3-3 Bad PPI: -3[fluorescence artefact?]; hK5 inh: 36; Rad51 HR inh: 4; eIF4E 4G PPI: -6[fluorescence artefact?]; Mdm2 ligase inh: -3; p97 ATPase inh: 17*; FXIa inh 1536: -2

Results for COn1c(SC(C)C)nc2ccccc2c1=O ?
FXIIa inh: 0; Wee1 stabilizer: -4; 14-3-3 Bad PPI: -3; hK5 inh: 2; Rad51 HR inh: 4; eIF4E 4G PPI: 6; Mdm2 ligase inh: 6; p97 ATPase inh: -3; FXIa inh 1536: 6

What do the screens show for `CCOc1cc(C2c3c(-c4ccccc4)n[nH]c3C(=O)N2c2ccc(C(=O)O)cc2)ccc1O` (stereo not drawn)?
FXIIa inh: 5; Wee1 stabilizer: 0; 14-3-3 Bad PPI: -1; hK5 inh: -8; Rad51 HR inh: 1; eIF4E 4G PPI: -1; Mdm2 ligase inh: -11; p97 ATPase inh: 2; FXIa inh 1536: -4

What do the screens show for `CC(C)Sc1nc(C(F)(F)F)cc(=O)n1-c1ccccc1`?
FXIIa inh: -17; Wee1 stabilizer: -1; 14-3-3 Bad PPI: -9; hK5 inh: -2; Rad51 HR inh: 3; eIF4E 4G PPI: 1; Mdm2 ligase inh: -9; p97 ATPase inh: 1; FXIa inh 1536: -11

What do the screens show for `O=C(OCc1ccc(Br)cc1)c1ccncc1`?
FXIIa inh: 5; Wee1 stabilizer: 2; 14-3-3 Bad PPI: -3; hK5 inh: 1; Rad51 HR inh: 10; eIF4E 4G PPI: 2; Mdm2 ligase inh: -10; p97 ATPase inh: -5; FXIa inh 1536: 2

How did CCCNC1=C(N(C(C)=O)c2cccc(F)c2)C(=O)c2ccccc2C1=O do in these assays?
FXIIa inh: -5; Wee1 stabilizer: -5; 14-3-3 Bad PPI: 3[fluorescence artefact?]; hK5 inh: -8; Rad51 HR inh: 0; eIF4E 4G PPI: -1; Mdm2 ligase inh: -12; p97 ATPase inh: -4; FXIa inh 1536: -13

Results for COc1ccc(C(=O)N2CCN(Cc3ccccc3C)CC2)cc1OC ?
FXIIa inh: 11; Wee1 stabilizer: -1; 14-3-3 Bad PPI: 53; hK5 inh: -3; Rad51 HR inh: -4; eIF4E 4G PPI: -2; Mdm2 ligase inh: 1; p97 ATPase inh: -2; FXIa inh 1536: 3

Results for c1ccc(OCCOc2ccccc2-c2nnco2)cc1 ?
FXIIa inh: 26; Wee1 stabilizer: 6; 14-3-3 Bad PPI: 3[fluorescence artefact?]; hK5 inh: -8; Rad51 HR inh: -1; eIF4E 4G PPI: -5; Mdm2 ligase inh: -18; p97 ATPase inh: 3; FXIa inh 1536: 21

Results for CCOC(=O)N/N=C\c1ccc([N+](=O)[O-])o1 ?
FXIIa inh: 14; Wee1 stabilizer: -1; 14-3-3 Bad PPI: -12; hK5 inh: 35; Rad51 HR inh: 1; eIF4E 4G PPI: 5; Mdm2 ligase inh: -22; p97 ATPase inh: 1; FXIa inh 1536: 7

Results for CC(c1ccccc1)n1c(SCC(=O)N2CC(=O)Nc3ccccc32)nc2ccccc2c1=O (stereo not drawn) ?
FXIIa inh: 8; Wee1 stabilizer: 1; 14-3-3 Bad PPI: 20[fluorescence artefact?]; hK5 inh: 18; Rad51 HR inh: -11; eIF4E 4G PPI: -3[fluorescence artefact?]; Mdm2 ligase inh: -13; p97 ATPase inh: 9; FXIa inh 1536: 15

What do the screens show for `O=C(NCc1ccco1)C1CCCN(S(=O)(=O)c2ccc(Br)cc2)C1` (stereo not drawn)?
FXIIa inh: 6; Wee1 stabilizer: -4; 14-3-3 Bad PPI: -10; hK5 inh: -3; Rad51 HR inh: -21; eIF4E 4G PPI: 2; Mdm2 ligase inh: -10; p97 ATPase inh: -1; FXIa inh 1536: -8

What do the screens show for `CCCc1ncc(C(O)c2cccc(OC)c2OC)n1C` (stereo not drawn)?
FXIIa inh: 6; Wee1 stabilizer: -2; 14-3-3 Bad PPI: 1; hK5 inh: -19; Rad51 HR inh: -8; eIF4E 4G PPI: -7; Mdm2 ligase inh: -9; p97 ATPase inh: 7; FXIa inh 1536: 2

How did CC(=O)NC(Cc1ccccc1)C(=O)OCC(=O)c1ccc(Br)cc1 (stereo not drawn) do in these assays?
FXIIa inh: 17; Wee1 stabilizer: 0; 14-3-3 Bad PPI: 9; hK5 inh: -8; Rad51 HR inh: 15; eIF4E 4G PPI: -4; Mdm2 ligase inh: -15; p97 ATPase inh: 3; FXIa inh 1536: 5

How did Clc1ccc(Sc2cnc3ccccc3n2)cc1 do in these assays?
FXIIa inh: 2; Wee1 stabilizer: 2; 14-3-3 Bad PPI: -9[fluorescence artefact?]; hK5 inh: -11; Rad51 HR inh: 0; eIF4E 4G PPI: -1[fluorescence artefact?]; Mdm2 ligase inh: 4; p97 ATPase inh: 6; FXIa inh 1536: -4

How did CCOc1cc(/C=C2/SC(=S)NC2=O)ccc1OC(=O)c1ccco1 do in these assays?
FXIIa inh: 3; Wee1 stabilizer: -2; 14-3-3 Bad PPI: 2; hK5 inh: -4; Rad51 HR inh: -4; eIF4E 4G PPI: 4; Mdm2 ligase inh: -2; p97 ATPase inh: 9; FXIa inh 1536: 0

How did CC(C)(C)c1ccc(NC(=O)N2CCCN(c3ccc([N+](=O)[O-])cn3)CC2)cc1 do in these assays?
FXIIa inh: 1; Wee1 stabilizer: -2; 14-3-3 Bad PPI: -8; hK5 inh: -5; Rad51 HR inh: 5; eIF4E 4G PPI: -2; Mdm2 ligase inh: -4; p97 ATPase inh: -4; FXIa inh 1536: -6

What do the screens show for `O=C(CCC(=O)N(c1ccccc1)C(C(=O)NC1CCCC1)c1ccncc1)Nc1cccnc1` (stereo not drawn)?
FXIIa inh: 2; Wee1 stabilizer: 6; 14-3-3 Bad PPI: 8; hK5 inh: 0; Rad51 HR inh: 2; eIF4E 4G PPI: 6[fluorescence artefact?]; Mdm2 ligase inh: -12; p97 ATPase inh: 3; FXIa inh 1536: -10

How did COc1ccc(NCC(=O)N/N=C/c2cc([N+](=O)[O-])ccc2N2CCCC2)cc1 do in these assays?
FXIIa inh: -3; Wee1 stabilizer: 3; 14-3-3 Bad PPI: -8; hK5 inh: -6; Rad51 HR inh: -2; eIF4E 4G PPI: 0; Mdm2 ligase inh: -19; p97 ATPase inh: 3; FXIa inh 1536: 0

How did Cn1c(=O)c2c(ncn2CC(=O)OCC(=O)Nc2ccc(Cl)cc2)n(C)c1=O do in these assays?
FXIIa inh: -2; Wee1 stabilizer: 5; 14-3-3 Bad PPI: 1[fluorescence artefact?]; hK5 inh: -8; eIF4E 4G PPI: -4; Mdm2 ligase inh: -10; p97 ATPase inh: -1; FXIa inh 1536: -4

What do the screens show for `CC(C)COC(=O)c1ccccc1N1C(=O)C2C3CCC(C3)C2C1=O` (stereo not drawn)?
FXIIa inh: -1; Wee1 stabilizer: -1; 14-3-3 Bad PPI: -4[fluorescence artefact?]; hK5 inh: -7; Rad51 HR inh: 4; eIF4E 4G PPI: 20; Mdm2 ligase inh: 18; p97 ATPase inh: 0; FXIa inh 1536: 2

Results for Nc1nonc1-n1nnc(C(=O)N/N=C/C2CC=CCC2)c1CSc1ccccc1 (stereo not drawn) ?
FXIIa inh: 1; Wee1 stabilizer: 0; 14-3-3 Bad PPI: -4; hK5 inh: -3; Rad51 HR inh: -4; eIF4E 4G PPI: -3; Mdm2 ligase inh: -22; p97 ATPase inh: 4; FXIa inh 1536: -4
